Pol beta inh – inhibitors of human DNA polymerase beta. 340,000 tested, 1.3% active. P06746. Pol beta primer extension/strand displacement, fluorescence kinetic. Potency, µM (top dose mostly 114 µM), without a hit: at the highest dose activity change, negative = inhibition, actives largely listed as inhibitors; note: potency is the fitted concentration of half-maximal effect; % is set by controls: 0 for no effect and ±100 for the full control effect
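Human Pol beta at 10 nM; strand-displacement substrate 50 nM final. Compound exposure 15 min at room temperature before start, reaction 10 min at room temperature.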
POLH inh – inhibitors of human DNA polymerase eta; Q9Y253; recombinant Pol eta, fluorescent DNA replication assay; Potency, µM (highest dose often 114 µM), for the others: top-dose activity change, negative = inhibition, usual class: inhibitors; 390,000 tested, 1.2% active; note: potency is the fitted concentration of half-maximal effect; % is set by controls: 0 for no effect and ±100 for the full control effect
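Pol eta at 10 nM preincubated with compounds 15 min at room temperature; reaction started with fluorescent substrate (50 nM final) and read kinetically at 0 and 10 min.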
APEX1 inh – inhibitors of human APE1 endonuclease. Potency, µM (series often up to 65.8 µM), without a hit: at the highest dose activity change, negative = inhibition, actives largely listed as inhibitors. 350,000 tested, 0.35% active. P27695. recombinant APE1, TAMRA/BHQ-2 abasic DNA cleavage fluorescence;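 note: potency is the fitted concentration of half-maximal effect; plate controls were vehicle for no effect and reference inhibitor for full effect; nearly all actives have a fitted effect of over 55% in size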
Target sequence (P27695 whole entry, looked up): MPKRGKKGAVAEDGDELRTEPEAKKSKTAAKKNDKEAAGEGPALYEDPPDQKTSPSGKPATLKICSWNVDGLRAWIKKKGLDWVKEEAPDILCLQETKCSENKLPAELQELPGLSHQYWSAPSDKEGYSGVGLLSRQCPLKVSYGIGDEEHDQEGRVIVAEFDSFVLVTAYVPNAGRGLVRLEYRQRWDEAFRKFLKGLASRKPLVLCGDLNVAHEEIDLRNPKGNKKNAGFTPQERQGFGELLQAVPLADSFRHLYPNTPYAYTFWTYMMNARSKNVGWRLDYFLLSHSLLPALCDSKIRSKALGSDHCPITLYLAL
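Endonuclease cleavage of a quenched abasic-site DNA duplex (50 nM) by APE1 (0.75 nM) was tracked by TAMRA dequenching. Compounds were preincubated with enzyme 15 min at room temperature; data normalized to buffer-only and DMSO wells plus NSC13755 control.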
POLK inh – inhibitors of human DNA polymerase kappa; purified Pol kappa, fluorescent DNA synthesis assay, 10 min; Potency, µM (top dose mostly 107 µM), for inactives: top-dose activity, negative = inhibition, actives largely listed as inhibitors; AID 588579; Q9UBT6; 400,000 tested, 0.53% active; note: potency is the fitted concentration of half-maximal effect; % is set by controls: 0 for no effect and ±100 for the full control effect
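Kinetic fluorescence readout at 0 and 10 min followed reaction start with substrate at 50 nM final. Beforehand, enzyme (10 nM Pol kappa) stood 15 min with compound at room temperature; buffer-only wells were negative controls.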
BLM helicase inh – Bloom syndrome helicase (human) inhibition | P54132 | Potency, µM (series often up to 56.1 µM), inactives show top-dose activity change, negative = inhibition, actives largely listed as inhibitors | recombinant BLM DNA unwinding, fluorescence dequenching | 350,000 tested, 0.2% active;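 note: potency is the fitted concentration of half-maximal effect; plate controls were vehicle for no effect and no enzyme for full effect; nearly all actives have a fitted effect of over 35% in size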
Apoferritin bind – binds horse apoferritin like a general anesthetic; P02791; apoferritin/1-aminoanthracene competitive binding, fluorescence; Potency, µM (highest dose often 77.5 µM), for inactives: at the highest dose activity change, negative = displacement, usual class: inhibitors; 350,000 tested, 0.074% active; AID 485281; note: potency is the fitted concentration of half-maximal effect; % is set by controls: 0 for no effect and ±100 for the full control effect; nearly all actives have a fitted effect of over 20% in size
Target sequence (P02791 2-175 limits assumed): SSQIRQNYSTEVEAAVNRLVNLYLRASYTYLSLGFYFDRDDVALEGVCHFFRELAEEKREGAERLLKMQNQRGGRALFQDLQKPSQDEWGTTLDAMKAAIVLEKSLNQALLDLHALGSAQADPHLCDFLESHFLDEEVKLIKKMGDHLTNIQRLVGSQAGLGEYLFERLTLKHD
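Read-out: endpoint 1-AMA fluorescence, excitation 380 nm and emission 535 nm, after compounds sit 10 min at room temperature with 10 uM horse-spleen apoferritin in 50% saturated 1-AMA/PBS. Values come from four-parameter Hill fits.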
Glioma ERSR ind – inducers of ER stress response in human glioma cells | Potency, µM, for the others: at the highest dose activation, hits mostly activators | U87-MG GRP78 promoter luciferase reporter, 16 h | 420,000 tested, 0.02% active; note: potency is the fitted concentration of half-maximal effect; series mostly up to about 76 µM; % of control where 0% means no effect; nearly all actives have a fitted effect of over 35% in size
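Stably transfected U87-MG glioma cells carrying a GRP78-based luciferase sensor; 16 h compound incubation. Luminescence end-point read 10 min after Bright-Glo addition at room temperature.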
POLI inh – blocks human DNA polymerase iota activity; 390,000 tested, 1% active; Q9UNA4; Pol iota fluorescent replication assay, 10 min; Potency, µM (series often up to 115 µM), without a hit: at the highest dose activity, negative = inhibition, hits mostly inhibitors; note: potency is the fitted concentration of half-maximal effect
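Pol iota at 10 nM preincubated 15 min with compounds at room temperature; reaction started with fluorescent substrate, 50 nM final. Fluorescence read kinetically at 0 and 10 min; buffer-only wells as negative control.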
LDHA block – LDHA (human) enzyme inhibition | P00338 | purified LDHA, NADH/diaphorase-resazurin fluorescence; stronger effect = lower value | activity change, % (values are at about 110 or 230 µM) | 480,000 tested, 0.15% active; in the data active = activity change below about -30%; inconclusive = mostly about -25% to -30%;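 note: plate controls were DMSO wells for no effect and wells without enzyme for full effect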
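Resorufin fluorescence (ex540/em590), read at 0 and 20 min after diaphorase/resazurin addition, reports the NADH left after a 5 min room-temperature reaction of 2 nM human LDH5 with 0.06 mM NADH and 0.2 mM pyruvate.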
An asterisk follows results filed as active; ? = inconclusive; · = no result given; & = joins results of further samples; [ ] = another dose, or the depositor's remark. Unless noted, calls come from the whole dose curve; as a rule, active = well fitted curve in the direction sought with a large enough effect; inconclusive = small, poorly fitted or top-dose-only effect, or another doubt; inactive = no such curve, though single readings can be large; an effect the other way counts as inactive or inconclusive. This is a subset. The share of hits here may be higher or lower than overall.

The line under a structure holds: Pol beta inh	POLH inh	APEX1 inh	POLK inh	BLM helicase inh	Apoferritin bind	Glioma ERSR ind	POLI inh	LDHA block
CC(=O)Nc1ccc2nc(NC(=O)c3ccco3)sc2c1
  -7%	-3%	12%	2%	0%	-3%	-7%	-25%	2
CCN(CC)S(=O)(=O)c1ccc2oc(SCC(=O)NCc3ccccc3)nc2c1
  -7%	-18%	-2%	-2%	-2%	-20%	1%	18%	1
Cn1cc(S(=O)(=O)N2CCOCC2)cc1C(=O)Nc1cccc(C#N)c1
  -5%	-12%	·	-8%[60.1 µM]	0%	-5%	2%	38%[activator]	-3
CCOC(=O)C1CCN(S(=O)(=O)c2cccc(-c3cn4cccc(C)c4n3)c2)CC1
  -2%	-18%	-4%	-9%	-6%	49%[activator]	-3%	24%	-6
Cc1cccc(CNc2ncncc2-c2ccc(C(=O)N(C)C)cc2)c1
  ·	·	2%	2%[60.1 µM]	5%	·	-6%	·	·
CCOC(=O)c1cnc(-c2ccccc2)nc1Oc1ccc(Cl)c(Cl)c1
  25%	-21%	0%	0%	-1%	-9%	-4%	0%	-8
O=C(O)c1ccc(Nc2ccc3nonc3c2[N+](=O)[O-])cc1
  2%	-23%	11%	-8%	-2%	-10%	-11%	27%	-3
CN1/C(=C\C(=O)c2cccc([N+](=O)[O-])c2)Sc2ccccc21
  -1%	?	-8%	-15%	-11%	3%	6%	?	-6
O=C(C1CCN(c2ncnc3c2nc2n3CCCCC2)CC1)N1CCN(c2ccc(Cl)cc2)CC1
  1%	-12%	·	-15%	0%	-4%	1%	11%	-14
CCOC(=O)c1c(C)[nH]c(C(=O)OCC(=O)N(CC(C)C)C2CCS(=O)(=O)C2)c1C (configuration not stated)
  ·	-1%	-22%	-5%	·	·	-2%	9%	-5

The line under a structure holds: Pol beta inh	POLH inh	APEX1 inh	POLK inh	BLM helicase inh	Apoferritin bind	Glioma ERSR ind	POLI inh	LDHA block
CC(=O)Nc1cc2c(cc1Cl)-c1ccccc1C2O (configuration not stated)
  ·	-10%	·	8%	·	·	5%	11%	-2
Cc1cc(F)c(F)c(C(=O)N2C(C)CCCC2C)c1Cl (configuration not stated)
  -4%	-14%	-4%	3%	-3%	?	-1%	-17%	-1
COc1ccc([C@@H]2[C@@H]3C(=O)N(C(C)(C)C)C(=O)[C@@H]3[C@]3(C)C(=O)N(c4ccc(C)cc4)C(=O)N23)cc1
  1%	-16%	28%	0%	-3%	-17%	-1%	49%[activator]	-6
CCCCSc1ncnc2c1sc1nc(N3CCOCC3)c3c(c12)CCCC3
  -13%	-16%	·	-23%	-14%	14%	-4%	4%	-5
Cc1ccc(NS(=O)(=O)c2ccc3c(c2)NC(=O)CCS3)cc1C
  30%&6%	-12%&-13%	26%	9%&2%	-2%&0%	-10%&-7%	-3%&-3%	26%&14%	0&-4
CN(C)CCCNc1ncnc2c1cnn2Cc1ccccc1Cl
  3%	9%	6%	5%	-1%	-4%	-6%	?	-5
N#Cc1ccc(NC(=O)C2=COCCO2)cc1
  ·	-2%	41%	-8%	·	·	0%	?	-1
CCOC(=O)c1cc(-c2ccc(F)cc2)nc2c1c(=O)[nH]c(=O)n2Cc1ccccc1
  -1%	-6%	15%	-17%	-9%	5%	-2%	19%	-2
COc1ccc(OC(=O)CN2C(=O)C3C4CCC(C4)C3C2=O)cc1 (configuration not stated)
  0%	-12%	-2%	-8%	0%	?	-4%	52%	-8
Cc1cc(N/N=C/c2cccc(F)c2)nc(NCc2ccccc2)n1
  5%	-23%	1%	-3%	-9%	-6%	3%	68%[activator]	4

Arranged by formula weight (rising): some entries from above
The line under a structure holds: Pol beta inh	POLH inh	APEX1 inh	POLK inh	BLM helicase inh	Apoferritin bind	Glioma ERSR ind	POLI inh	LDHA block
O=C(O)c1ccc(Nc2ccc3nonc3c2[N+](=O)[O-])cc1
  2%	-23%	11%	-8%	-2%	-10%	-11%	27%	-3
CN1/C(=C\C(=O)c2cccc([N+](=O)[O-])c2)Sc2ccccc21
  -1%	?	-8%	-15%	-11%	3%	6%	?	-6
Cn1cc(S(=O)(=O)N2CCOCC2)cc1C(=O)Nc1cccc(C#N)c1
  -5%	-12%	·	-8%[60.1 µM]	0%	-5%	2%	38%[activator]	-3
CCN(CC)S(=O)(=O)c1ccc2oc(SCC(=O)NCc3ccccc3)nc2c1
  -7%	-18%	-2%	-2%	-2%	-20%	1%	18%	1

The list goes on.
| SMILES | Pol beta inh | POLH inh | APEX1 inh | POLK inh | BLM helicase inh | Apoferritin bind | Glioma ERSR ind | POLI inh | LDHA block |
| --- | --- | --- | --- | --- | --- | --- | --- | --- | --- |
| CCOc1ccc(CNC(=O)c2ccc(NC(=O)N3CCCCc4ccccc43)cc2)cc1OC | 19% | -7% | · | 0% | -3% | -10% | -1% | 6% | -3 |
| CCN(CC)Cc1cc(CCNC(=O)c2ccc(Cl)cc2)ccc1O | -1% | -8% | 3% | 9% | -8% | -13% | 5% | 18% | -1 |
| Cc1ccc(-c2cc(C(=O)Oc3ccccc3Cl)no2)cc1C | -29% | 0% | · | 4% | -9% | ? | -1% | -4% | -1 |
| S=C(NCc1ccco1)N1CCN(Cc2ccc(Cl)cc2Cl)CC1 | 8% | -6% | -6% | -8% | -6% | -16% | -8% | ? | -1 |
| CCOC(=O)c1cc2c(ccn2C)n1CC(=O)N1CCN(c2ccc(F)cc2)CC1 | 12% | -18% | -3% | -12% | -4% | -5% | -2% | 31% | 2 |
| CCOc1ccc(CN2C(=O)c3ccccc3Sc3ccc(C(=O)NCCc4ccccc4)cc32)cc1 | 16% | -2% | · | -14% | -7% | -2% | 0% | -4% | -10 |
| Fc1ccc(N2CCN(Cc3cn[nH]c3-c3ccccc3)CC2)cc1 | -19% | -7% | 9% | -3% | -2% | -3% | ? | 37%[activator] | -4 |
| CC(=O)N(c1ccc(C)cc1)c1nc(C)cc(C)c1C#N | 5% | 10% | 14% | -6% | -1% | -9% | -4% | 21% | -3 |
| COc1ccc(-c2noc(CCC(=O)N3CCN(c4ccccc4F)CC3)n2)cc1 | · | -19% | 23% | 3% | · | · | 0% | 16% | 0 |
| CCOC(=O)c1ccc(NC(=O)CC2Nc3cccc4cccc(c34)NC2=O)cc1 (configuration not stated) | -3% | -20% | · | 14µM* | -19% | -12% | -10% | 3.5µM* | 26 |
| CC(=O)c1cccc(NC(=O)N2CCCC2C(=O)Nc2ccccc2C)c1 (configuration not stated) | -10% | -2% | -1% | 2% | -2% | 5% | -4% | 25% | 0 |
| Cc1nn(C)c2c1c(-c1ccccc1)cc(=O)n2CC(=O)NC(C)c1ccccc1 (configuration not stated) | 14µM* | 25µM* | · | ? | -18% | -1% | -4% | ? | 2 |
| CC(O)(c1ccccc1)C(c1ccccc1)C1CCCCN1 (configuration not stated) | 0% | -8% | -6% | -8% | 2% | 0% | 1% | -6% | -5 |
| CC1(C)CC(=O)C2=C(C1)NC(=O)CC2C(=O)NCc1ccc(F)cc1 (configuration not stated) | 1% | · | -4% | · | -2% | 6% | · | · | · |
| O=C(CNC(=O)C1CCCCC1)OCc1ccccc1 | · | · | · | -12% | · | · | -1% | -19% | -9 |
| COc1ccc(OC)c(CCNC(=O)C(C)n2nc(C)c3c(C)n(-c4ccc(C)cc4)nc3c2=O)c1 (configuration not stated) | 14%&-1% | -1%&1% | 89%[activator] | -5%&4% | 0%&0% | ? | -6%&0% | ? | -7&-3 |
| Cc1csc(=NC(=O)c2ccccc2)n1C | -15% | 4% | 1% | -8% | 4% | 7% | -7% | 18% | 1 |
| O=C(Oc1cncc(Cl)c1)c1sccc1Cl | · | -13% | · | 2% | · | · | 1% | 9% | -1 |
| CCC1Sc2ccccc2N(CC(=O)NCc2ccccc2OC)C1=O (configuration not stated) | 5% | -8% | -3% | -2% | -4% | -18% | 1% | 3% | -8 |
| C=CCn1c(-c2ccccc2)cc(SC)c(C#N)c1=O | -4% | -21% | -1% | -5% | 1% | -8% | -4% | 33%[activator] | -15 |
| O=C1CSC(=S)N1/N=C/c1c(F)cccc1F | 10% | -18% | 35% | -12% | -5% | -14% | -4% | ? | 13 |
| O=C(CN(Cc1ccccc1Cl)C(=O)c1csnn1)NC1CCCC1 | 23% | -5% | ? | -8% | -3% | -8% | -4% | 95%[activator] | -5 |
| Cc1ccc(CNC(=O)CCC(=O)N2CC(C)Oc3ccc(Cl)cc32)cc1 (configuration not stated) | 12% | -20% | 13% | -4% | -2% | ? | -4% | 13% | -5 |
| CCOC(=O)c1coc(C(=O)OCC)c1C(=O)OCC | · | -16% | · | 6% | · | · | -2% | 46%[activator] | 0 |
| Cc1ccc(C(=O)N/C(=C\c2ccccc2)C(=O)OCc2ccccc2)cc1 | -8% | -18% | -12% | -5% | -6% | -2% | 4% | 0% | -1 |
| Cc1cc(NC(=O)CCC(=O)N(Cc2ccco2)C(C(=O)NCC2CCCO2)c2ccncc2)no1 (configuration not stated) | 41% | -14% | 7% | -5% | -2% | 0% | -3% | 13% | -4 |

Profiles as entered above. Values in the order: Pol beta inh | POLH inh | APEX1 inh | POLK inh | BLM helicase inh | Apoferritin bind | Glioma ERSR ind | POLI inh | LDHA block
CC1(C)CC(=O)C2=C(C1)NC(=O)CC2C(=O)NCc1ccc(F)cc1 (configuration not stated) across the screens: 1% | · | -4% | · | -2% | 6% | · | · | ·
COc1ccc(OC)c(CCNC(=O)C(C)n2nc(C)c3c(C)n(-c4ccc(C)cc4)nc3c2=O)c1 (configuration not stated) across the screens: 14%&-1% | -1%&1% | 89%[activator] | -5%&4% | 0%&0% | ? | -6%&0% | ? | -7&-3
